Screens from PubChem.
XBP1 UPR activ = adaptive UPR (XBP1) activation. activation, % at 20 µM. actives 0.33% (n = 330,000). CHO-XBP1 luciferase reporter, IRE1-XBP1 UPR activation, luminescence; percent of tunicamycin response, DMSO as zero;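 active means versus positive control, 20 µM dose yields 30% or more activation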;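 further: 100% = tunicamycin at 10 µg/mL and 0% = DMSO only wells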
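incubation = overnight seeding at 37 °C, 6 h compound treatment at 37 °C | assay system = CHO-XBP1 cells stably carrying IRE1-XBP1-driven luciferase reporter | input = 1000 cells per well | detection = luciferase luminescence | dosing = single point, 20 µM final compound, 1% DMSO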
tim10-1 inh = tim10-1 yeast growth inhibition | actives 2.2% (n = 330,000) | inhibition, % at 20 µM | S. cerevisiae tim10-1 ts strain growth, BacTiter-Glo, 24 h;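 active means inhibition of at least 40%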;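 further: mutant grown at 25 °C; 0% = DMSO wells with yeast and 100% = wells holding no yeast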
NR3A LBD binder = NR3A (human) ligand-binding domain modulation | NR3A LBD differential scanning fluorimetry, Tm shift; 0% = protein alone, 100% = glycine-bound protein | Tm shift relative to glycine control, % at 25 µM | actives 2.5% (n = 340,000) | AID 1259313;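 active means melting temperature shift of at least 10% of the positive control shift, at one fixed dose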
APJ agonist = APJ receptor agonism; actives 0.11% (n = 330,000); P35414; activation, % at 20 µM; CHO-K1 APJ PathHunter beta-arrestin, luminescence; 0% DMSO wells, 100% apelin;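 active means activation more than six SD over the plate average, tested at 20 µM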;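 further: 0% = DMSO alone and 100% = apelin-13 at 10 nM; some results filed as inactive read as strong as hits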
Target sequence (P35414 whole entry, looked up): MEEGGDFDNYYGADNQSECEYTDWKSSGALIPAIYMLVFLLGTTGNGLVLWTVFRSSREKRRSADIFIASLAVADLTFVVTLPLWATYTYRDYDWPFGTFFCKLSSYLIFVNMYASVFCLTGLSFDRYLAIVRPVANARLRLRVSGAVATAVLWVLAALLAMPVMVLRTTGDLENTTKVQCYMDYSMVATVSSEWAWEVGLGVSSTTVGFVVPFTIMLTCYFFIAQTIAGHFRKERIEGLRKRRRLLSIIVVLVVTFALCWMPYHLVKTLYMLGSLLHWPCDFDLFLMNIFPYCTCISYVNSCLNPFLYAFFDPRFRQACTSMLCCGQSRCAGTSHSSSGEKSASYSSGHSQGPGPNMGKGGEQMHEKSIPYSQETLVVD
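Incubation: overnight seeding, 90 min compound at 25 °C, 1 h detection; test system: PathHunter CHO-K1 APJ (AGTRL-1) beta-arrestin reporter cells; amount: 1000 cells/well; doses: one dose, 20 µM compound, 1% DMSO; measured by: beta-gal luminescence; measure: agonist-driven arrestin binding to APJ; benchmarks: negative DMSO alone, positive Apelin-13 at 10 nM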
Mdm2-MdmX inh = disrupts the human Mdm2-MdmX interaction; O15151+Q00987; SaOS-2 split-luciferase Mdm2/MdmX complementation, luminescence; inhibition, % at 8 µM; actives 3% (n = 330,000); AID 485346;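 active means inhibition of at least 50% at 8 µM in the primary screen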
TIM10 inh = TIM10 yeast growth inhibition; S. cerevisiae TIM10 strain growth, BacTiter-Glo luminescence, 24 h; inhibition, % at 10 µM; actives 1.4% (n = 330,000);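 active means inhibition of 40% or more at the single tested concentration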;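 further: wild-type TIM10 isogenic control strain grown at permissive 25 °C; 0% = DMSO yeast wells and 100% = minimal medium wells without yeast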
CHOP UPR activ = activators of apoptotic arm of unfolded protein response (CHOP) | AID 449763 | CHO-CHOP luciferase reporter, UPR activation, luminescence; percent of tunicamycin response over DMSO baseline | activation, % at 10 µM | actives 0.34% (n = 330,000);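 active means at 10 µM dose, activation of 40% or more, normalized to positive control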;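 further: 100% = tunicamycin at 10 µg/mL and 0% = DMSO alone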
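Test system: CHO-CHOP cells, stable luciferase reporter of PERK-eIF2a-CHOP signalling | Quantity: 500 CHO-CHOP cells per well | Buffer or medium: F12 plus 10% serum | Compound dosing: 10 µM single point, 0.5% DMSO | Schedule: 6 h compound treatment, 37 °C | Signal: Luciferase luminescence | Control set: Tunicamycin high control, DMSO low control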
tim23-1 inh = tim23-1 yeast growth inhibition | actives 1.3% (n = 330,000) | inhibition, % at 20 µM | S. cerevisiae tim23-1 growth, BacTiter-Glo luminescence, 24 h;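 active means growth inhibition of the mutant yeast at or above 50%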;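 further: temperature-sensitive mutant grown at 25 °C; plate controls were DMSO-treated mutant yeast for no effect and medium wells lacking yeast for full effect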
NALP3 yeast inh = NALP3 inhibition in yeast; Yeast reconstituted NLRP3/ASC/caspase-1, beta-gal luminescence, 24 h; inhibition, % at 10 µM; actives 0.39% (n = 330,000);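 active means inhibition of 50% or more; inactive means inhibition below 50%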;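 further: plate controls were induced DMSO wells for no effect and uninduced yeast grown without galactose for full effect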
Numbers without * were called inactive; nt = no result given.

The opening two records (preview)
SMILES | XBP1 UPR activ | tim10-1 inh | NR3A LBD binder | APJ agonist | Mdm2-MdmX inh | TIM10 inh | CHOP UPR activ | tim23-1 inh | NALP3 yeast inh
COC(=O)c1ccc(N(CC(=O)NC2CCCC2)C(=O)CNC(=O)c2cccs2)cc1 | -4 | -15 | 1 | 0 | -7 | 3 | 0.5 | 2 | 5
COc1ccc(CNC(=S)N/N=C/c2ccc(O)c(OC)c2)cc1 | 0 | 2 | -15 | -5 | -3 | 38 | 0.5 | 31 | -3

This part in full, previewed entries included:
SMILES | XBP1 UPR activ | tim10-1 inh | NR3A LBD binder | APJ agonist | Mdm2-MdmX inh | TIM10 inh | CHOP UPR activ | tim23-1 inh | NALP3 yeast inh
COC(=O)c1ccc(N(CC(=O)NC2CCCC2)C(=O)CNC(=O)c2cccs2)cc1 | -4 | -15 | 1 | 0 | -7 | 3 | 0.5 | 2 | 5
COc1ccc(CNC(=S)N/N=C/c2ccc(O)c(OC)c2)cc1 | 0 | 2 | -15 | -5 | -3 | 38 | 0.5 | 31 | -3
COc1ccc(Cl)cc1NC(=O)CSc1nc2sccc2c(=O)[nH]1 | -2 | -10 | -1 | 0 | 28 | -5 | -2.0 | -4 | -3
COc1ccc(Oc2ccc(C(F)(F)F)cc2NC(=O)c2ccc(OC)cc2)cc1 | -1 | 22 | -2 | -4 | 21 | -2 | -0.1 | 11 | 1
O=C(/C=C/c1cccc(Cl)c1)c1nc2ccccc2[nH]1 | 26 | 50* | -15 | 0 | 92* | 58* | 12 | 15 | 92*
COc1ccc2cc(C(=O)Nc3ccc(F)cc3)sc(=O)c2c1OC | -2 | 8 | 21* | 4 | 17 | -10 | 2.1 | 6 | 12
COc1ccc(NC(=O)CSc2nn3c(=O)c(C)nnc3s2)cc1 | -5 | 9 | -1 | 2 | 28 | -2 | 1.3 | 5 | 17
Cc1ccc(C(=O)NNC(=O)COc2ccc(Cl)cc2C)o1 | -1 | -10 | 0 | -3 | 7 | -10 | -0.2 | -1 | 18
CCNS(=O)(=O)c1cc(OC)ccc1OC | 0 | 13 | 4 | -4 | 17 | -12 | -3.2 | -4 | 3
O=C(Nc1ccc(N2CCCC2)cc1)C(c1ccccc1)c1ccccc1 | 2 | 14 | -3 | -1 | 29 | 13 | -0.1 | 8 | 9
CCOC(=O)c1c(NC(=O)CN2CCN(C)CC2)sc(C(=O)Nc2ccccc2)c1C | 3 | 21 | -3 | -3 | 43 | 16 | 6.9 | 8 | 8
S=c1[nH]nc(-c2cccs2)n1/N=C/c1cn(-c2ccccc2)nc1-c1cccs1 | 6 | 12 | 3 | -1 | 3 | 23 | 10 | 17 | 24
C=CCNCCCCOc1ccccc1-c1ccccc1 | 0 | 3 | 0 | -3 | 37 | 2 | 1.6 | 5 | 30
CCOc1ccc(C(=O)NCC(=O)N2CCC3(CC2)NCCc2[nH]cnc23)cc1 | -5 | 17 | 2 | 3 | 13 | -1 | 0.0 | 5 | 6
CCN(CC)c1ccc(/C=N/NC(=O)c2cc(C)nc3ccccc23)cc1 | -4 | 20 | -2 | 0 | 0 | 8 | -0.2 | 19 | 28
Cc1ccnc(NC(=O)c2ccc(NS(=O)(=O)/C=C/c3ccccc3)cc2)c1 | 1 | 11 | 0 | -4 | 16 | -4 | 5.4 | 21 | 17
Cc1cccc(CSc2ccc(-c3ccco3)nn2)c1 | 3 | 6 | 6 | -2 | -55 | 19 | 3.1 | 26 | 24
OCC1(Cc2ccccc2)CCCN(Cc2cnn(-c3ccccc3)c2)C1 (stereo not given) | -3 | 3 | 0 | -4 | -3 | 15 | 3.5 | -7 | 26
COc1ccccc1N1CCN(C(=O)c2ccc(C(C)(C)C)cc2)CC1 | -1 | 50* | -3 | 3 | 23 | 34 | 0.5 | 43 | 8
CN1CCN(S(=O)(=O)c2cccc(C(=O)Oc3ccccc3Cl)c2)CC1 | -3 | 7 | 1 | 9 | 12 | -17 | 0.2 | 17 | 9

Next part (2 carried over from the part before).
SMILES | XBP1 UPR activ | tim10-1 inh | NR3A LBD binder | APJ agonist | Mdm2-MdmX inh | TIM10 inh | CHOP UPR activ | tim23-1 inh | NALP3 yeast inh
COc1ccccc1N1CCN(C(=O)c2ccc(C(C)(C)C)cc2)CC1 | -1 | 50* | -3 | 3 | 23 | 34 | 0.5 | 43 | 8
CN1CCN(S(=O)(=O)c2cccc(C(=O)Oc3ccccc3Cl)c2)CC1 | -3 | 7 | 1 | 9 | 12 | -17 | 0.2 | 17 | 9
CCCCn1c(N)c(N(CCOC)C(=O)c2ccc(Cl)c(S(=O)(=O)N3CCCCC3)c2)c(=O)[nH]c1=O | -1 | 1 | -1 | -5 | 12 | 1 | -0.4 | 17 | 22
Cc1ccc(S(=O)(=O)c2nnn3c2nc(NC2CCN(Cc4ccccc4)CC2)c2ccccc23)cc1C | 0 | 0 | 8 | 3 | 64* | 5 | 3.4 | 4 | 23
CCOC(=O)C1=C(C)NC(=O)N(C(C)=O)C1c1ccc(Cl)cc1 (stereo not given) | -1 | 27 | 2 | 0 | 5 | 29 | -2.7 | 22 | 2
CCOC(=O)N1CCN(C(=O)c2ccc3c(c2)N(CC)CCS3)CC1 | -3 | 20 | 1 | -1 | 30 | 8 | 1.6 | 20 | 14
OC1(c2ccc(Br)cc2)CN(c2ccccc2)C2=[N+]1CCS2 (stereo not given) | 0 | 16 | -4 | -5 | -1 | 15 | -1.5 | 32 | 29
C=CCOc1cccc(CNCCCN2CCOCC2)c1 | -5 | -51 | -3 | -2 | -27 | -109 | -0.3 | -7 | 17
CC(C)(C)Sc1ccc(/C=N/O)cc1[N+](=O)[O-] | 2 | 20 | 3 | -3 | 12 | 2 | -0.1 | 27 | 7
CNC(=O)c1ccsc1NC(=O)CCS(=O)(=O)c1ccc(F)cc1 | -4 | -7 | 2 | 0 | 31 | -6 | 0.6 | 4 | 10
COc1ccccc1C(=O)N/C(=C\c1ccc(Br)cc1)C(=O)NCCC(=O)O | -5 | 20 | -1 | -2 | -48 | 8 | -1.7 | 21 | 9
COc1ccc(C(c2nnnn2C2CCCCC2)N2CCN(c3ccc(OC)cc3)CC2)cc1 (stereo not given) | -4 | 32 | -4 | -2 | -6 | 20 | -0.8 | 27 | -7
CC(=O)N1c2ccc(S(=O)(=O)N3CCC(C(=O)N4CCN(c5ccccc5F)CC4)CC3)cc2CC1C (stereo not given) | -5 | -7 | -1 | 9 | 13 | 2 | 4.2 | -1 | 8
O=C(COC(=O)c1ccc(O)cc1O)Nc1ncc(Cl)cc1Cl | -3 | 8 | 1 | -1 | 3 | -19 | 2.2 | -3 | 13
CCN1C(=O)[C@H]2[C@H]3CN=C(SCc4ccc(C(=O)OC)cc4)N3[C@@](C)(C(=O)OC)[C@H]2C1=O | 1 | 8 | -1 | nt | 20 | -8 | 0.8 | 33 | nt
COC(=O)c1c(NC(=O)C2CC2)sc2c1CCCC2 | 1 | 29 | -1 | -2 | 19 | 6 | 0.4 | 27 | 27
Cc1ccc([N+](=O)[O-])cc1NC(=O)CSc1nncc2ccccc12 | -1 | 17 | 3 | 17 | 3 | 12 | -2.2 | 16 | 4
O=C(c1ccc(F)c(S(=O)(=O)N2CCOCC2)c1)N1CCc2ccccc21 | -5 | 15 | 0 | -2 | 7 | 2 | -0.4 | 21 | 3
Cc1ccc(NC(=O)CCC(=O)c2cccs2)c(O)c1 | 1 | 4 | -1 | -5 | -76 | 11 | 2.3 | 18 | 20
Cc1nn(C)c(Oc2ccc(Cl)cc2)c1C=O | -1 | 12 | -2 | -1 | 20 | -12 | -2.2 | 16 | -1
COc1ccc(OC)c(NC(=O)C2CCN(c3cc(-c4ccccc4)nc4ncnn34)CC2)c1 | -2 | 7 | 0 | -1 | 38 | 11 | 2.3 | 4 | 9
COc1ccc(NC(=O)C2CCN(C(=O)c3ccccc3)CC2)c(OC)c1 | -2 | 10 | 5 | -2 | -2 | 11 | -1.3 | 12 | 10
COc1ccc(C=O)cc1COc1ccccc1F | -4 | 4 | 1 | 0 | 31 | 5 | 2.0 | -21 | 14
Brc1ccc(-c2noc(C3CCCCC3)n2)cc1 | 3 | 15 | 14* | -4 | -15 | 4 | 10 | 19 | 3
O=C(CC1C(=O)NCCN1C(=O)c1ccc([N+](=O)[O-])cc1)Nc1ccc(F)cc1 (stereo not given) | -5 | -11 | -1 | 6 | 24 | -5 | -1.3 | 2 | 3
CCCNC(=O)NC(=O)CSc1nc2cc(C(=O)OC)ccc2c(=O)n1-c1ccccc1 | -6 | 5 | 1 | -8 | 32 | -13 | -0.2 | 4 | 1
CC(C)Cn1c(CCC(=O)O)ccc1-c1cccs1 | -3 | 5 | -3 | 0 | 3 | 12 | -1.5 | -8 | -27
CCOc1ccc(C)cc1-n1nc2ccccc2n1 | 1 | 34 | -1 | -4 | -3 | 11 | 2.5 | 26 | 23
Cn1c(=O)c(Oc2ccc(Cl)cc2)c(O)c2ccccc21 | 4 | -2 | 0 | -2 | 5 | 5 | -0.1 | 9 | 1
CCOC(=O)C(=O)C1=C(N2CCOCC2)/C(=C\c2ccc(F)cc2)CC1 | 0 | 16 | 0 | -4 | -7 | 11 | -1.8 | 29 | 10
CCn1cc(C(=O)NCCCN2CC(C)CC(C)C2)c2cc(OC)c(OC)cc2c1=O (stereo not given) | 2 | 3 | -2 | 5 | -2 | -5 | 0.6 | -3 | 8
CCC(C)(C)c1nnc(NC(=O)C2CC(=O)N(CCc3ccc(F)cc3)C2)s1 (stereo not given) | 2 | 10 | 1 | -4 | 15 | 5 | -1.3 | 13 | 5
Cc1cc(O)c(C2=Nc3ccccc3SC(c3ccc(Cl)cc3)C2)c(=O)o1 (stereo not given) | 1 | 35 | -3 | -3 | -26 | -34 | 9.5 | 25 | 11

Single records (already shown). Order of values: XBP1 UPR activ, tim10-1 inh, NR3A LBD binder, APJ agonist, Mdm2-MdmX inh, TIM10 inh, CHOP UPR activ, tim23-1 inh, NALP3 yeast inh
`CCOc1ccc(C)cc1-n1nc2ccccc2n1` reads 1, 34, -1, -4, -3, 11, 2.5, 26, 23
`COc1ccc(C=O)cc1COc1ccccc1F` reads -4, 4, 1, 0, 31, 5, 2.0, -21, 14
`CCCNC(=O)NC(=O)CSc1nc2cc(C(=O)OC)ccc2c(=O)n1-c1ccccc1` reads -6, 5, 1, -8, 32, -13, -0.2, 4, 1
`CC(C)Cn1c(CCC(=O)O)ccc1-c1cccs1` reads -3, 5, -3, 0, 3, 12, -1.5, -8, -27
`Cn1c(=O)c(Oc2ccc(Cl)cc2)c(O)c2ccccc21` reads 4, -2, 0, -2, 5, 5, -0.1, 9, 1
